L929 necroptosis: blocks zVAD induced death of L929 cells; L929 zVAD necroptosis rescue, ATP luminescence, 24 h; with zVAD 60 µM; viability rescue, % at 10 µM; actives 0.38% (n = 220,000);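 active = activation, scaled between plate controls, above about 75%, limit read from the data; inactive = activation under that limit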;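 also: 0% = zVAD with DMSO and 100% = DMSO alone without zVAD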
PERK inh: human PERK inhibition, primary cell-based screen | actives 0.17% (n = 220,000) | inhibition, % at 5.6 µM | CHO PERK-DD fusion, SEAP luminescence translation reporter | Q9NZJ5 | AID 1416;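 active = inhibition above the mean inhibition of all tested compounds plus 3 SD, set separately per screening campaign, cut at about 2.9% in these data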;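 also: PERK kinase domain activated by AP20187 dimerizer at 100 nM; 0% = DMSO with dimerizer and 100% = rapamycin at 8.4 µM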
TNF death inh: inhibitors of TNF-alpha induced necroptosis in Jurkat FADD-/- cells | Jurkat FADD-/- TNF necroptosis rescue, ATP luminescence, 24 h; 0 = TNF only, 100 = no-TNF cells | activation (protection from cell death), % at 10 µM | actives 0.068% (n = 220,000) | AID 463075;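 active = activation, meaning protection from cell death, of at least 50% relative to plate controls; inactive = activation below 50%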;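 also: necroptosis triggered by 40 ng/mL TNF-alpha added together with compound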
KCC2 mod: modulators of human KCC2 chloride dependent transport. Q9H2X9. KCC2 cells, thallium flux FluoZin-2 fluorescence. B-score of Tl+ flux slope (higher = more flux/activation; lower = inhibition) at 10 µM. actives 2.2% (n = 190,000);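 active = thallium flux slope and its plate-corrected score both differing from the plate sample mean at a set confidence after two filtering rounds, in either direction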;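 also: slope of fluorescence scaled to starting intensity during 10 to 20 s after thallium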
Target sequence (Q9H2X9 whole entry, looked up): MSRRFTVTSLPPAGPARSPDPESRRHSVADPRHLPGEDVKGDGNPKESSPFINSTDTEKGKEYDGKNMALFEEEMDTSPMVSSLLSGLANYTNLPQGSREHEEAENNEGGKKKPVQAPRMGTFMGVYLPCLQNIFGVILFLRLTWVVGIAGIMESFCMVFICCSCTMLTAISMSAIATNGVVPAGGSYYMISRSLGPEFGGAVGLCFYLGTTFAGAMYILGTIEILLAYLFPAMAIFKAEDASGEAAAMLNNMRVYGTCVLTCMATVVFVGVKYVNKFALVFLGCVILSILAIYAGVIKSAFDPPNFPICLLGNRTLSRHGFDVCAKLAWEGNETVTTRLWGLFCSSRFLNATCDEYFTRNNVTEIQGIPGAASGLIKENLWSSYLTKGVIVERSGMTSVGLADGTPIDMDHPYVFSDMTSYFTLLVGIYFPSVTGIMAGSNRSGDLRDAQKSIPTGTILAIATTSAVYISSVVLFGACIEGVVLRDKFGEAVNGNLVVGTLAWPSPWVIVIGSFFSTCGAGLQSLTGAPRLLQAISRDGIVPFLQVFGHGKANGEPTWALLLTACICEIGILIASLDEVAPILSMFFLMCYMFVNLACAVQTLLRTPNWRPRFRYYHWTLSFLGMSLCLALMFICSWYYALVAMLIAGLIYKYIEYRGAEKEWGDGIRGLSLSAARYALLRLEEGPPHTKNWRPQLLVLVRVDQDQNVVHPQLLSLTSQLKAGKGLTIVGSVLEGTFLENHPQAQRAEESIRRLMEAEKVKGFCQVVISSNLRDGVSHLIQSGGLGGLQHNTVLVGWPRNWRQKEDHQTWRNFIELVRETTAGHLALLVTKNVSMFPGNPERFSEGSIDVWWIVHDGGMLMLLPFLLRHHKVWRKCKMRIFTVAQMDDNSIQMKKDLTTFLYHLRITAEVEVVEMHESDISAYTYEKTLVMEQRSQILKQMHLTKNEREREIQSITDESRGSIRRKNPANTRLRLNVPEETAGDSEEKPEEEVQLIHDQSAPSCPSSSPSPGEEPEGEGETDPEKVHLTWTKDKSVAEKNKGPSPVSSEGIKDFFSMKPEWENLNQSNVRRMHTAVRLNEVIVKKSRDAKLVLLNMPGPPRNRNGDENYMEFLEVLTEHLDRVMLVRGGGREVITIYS
m-calpain inh: calpain II (pig) inhibition | purified calpain II, fluorogenic peptide substrate, 30 min | inhibition, % at 16 µM | actives 0.37% (n = 220,000);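 active = inhibition above about 50%, limit read from the data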
EBV gp42 block: blocks Epstein-Barr virus glycoprotein 42 binding. Fluorescence polarization binding assay, mP read-out. AID 1085. actives 0.42% (n = 220,000). inhibition, % (tested at 21.74 µM); in the data active = inhibition above about 50%
MDM2 E3 inh: Mdm2 E3 ligase (human) inhibition | signal enhancement, % at 5 µM | actives 0.11% (n = 210,000) | cell-based MDM2 ubiquitination luciferase reporter, 2 h; 0 = plate control, 100 = twice control, blank-subtracted | Q00987;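 active = signal enhancement of 30% or more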;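 also: luminescence tracks abundance of the self-degrading MDM2-luciferase fusion protein; higher signal means inhibition of MDM2 E3 ligase activity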
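Assay system: stable mammalian line carrying autodegrading MDM2–luciferase fusion reporter; amount: 2000 cells seeded into each well; buffer or medium: DMEM; benchmarks: plate control and blank wells; signal: luciferase luminescence; timing: 2 h compound exposure at 37 °C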
eIF4E 4G PPI: eIF4E/eIF4G interaction inhibition in translation initiation; inhibition, % at 21.7 µM; actives 0.37% (n = 220,000); TR-FRET eIF4E-eIF4GI(517-606) binding, 2 h; P63073+Q04637; AID 782;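 active = inhibition above about 30%, limit read from the data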;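 also: 0% = full FRET control wells and 100% = background wells lacking eIF4GI fragment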
Rad51 HR inh: blocks human Rad51 in homologous recombination. actives 0.085% (n = 200,000). Q06609. inhibition, % at 10 µM. AID 1385. hRad51 DNA strand exchange, fluorescence dequenching;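 active = inhibition above 40% at the single screening dose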;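 also: 0% = DMSO control wells and 100% = blanks with heterologous ssDNA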
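Assay system: Human Rad51 nucleoprotein filaments preassembled on unlabelled ssDNA | Reagent: Donor/quencher-labelled 47-bp dsDNA substrate | Doses: One concentration, 10 µM final | Times: 37 °C 15-min filament assembly, 30-min compound preincubation, 15-min exchange | Technique: Fluorescein emission 520 nm, excitation 485 nm | Benchmarks: Plate control and blank wells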
Numbers without * were called inactive; / = no result given; [ ] = another dose, or the depositor's remark.

SMILES	L929 necroptosis	PERK inh	TNF death inh	KCC2 mod	m-calpain inh	EBV gp42 block	MDM2 E3 inh	eIF4E 4G PPI	Rad51 HR inh
Cc1cc(C)n(-c2nc3ccccc3c(=O)n2OCC(=O)Nc2c(C)cccc2C)n1	-0.1	-1.1	-3.5	-0.028	9	-10	-12	-5	1
CNC(=S)N1CCC(n2cnc3ccccc32)CC1	0.3	0.1	0.0	-0.42	-22	2	-7	1	1
COc1ccc(CCNC(=O)CSc2nc(C)cc(C)n2)cc1OC	0.2	0.1	-0.5	/	20	-9	-15	3	-4
CCOC(=O)c1sc(NC(=O)c2cc(-c3ccc(C)cc3)nc3ccccc23)c(C#N)c1C	1.0	1.7	-11	-1.6	-48	-25	-8	3	8
CS(=O)(=O)c1nc(-c2ccc(Br)cc2)cc(-c2ccccc2)c1C#N	34	-0.1	-20	0.64	-83	1	1	5	1
CC(/C=C/c1ccc2c(c1)OCO2)=N/NC(=O)C1COc2ccccc2O1 (stereo unspecified)	1.1	0.5	2.4	-0.7	-149	-9	-2	-5	/
COC(=O)/C=c1/s/c(=C(/C#N)C(=O)N2CCOCC2)n(-c2ccccc2)c1=O	1.2	0.4	-2.6	/	-37	-8	-20	-1	14
Cn1c(Cn2nnc3ccccc32)nnc1SCC(=O)N1CCc2ccccc21	-0.3	0.6	-2.3	-1.8	14	3	-7	9[fluorescence artefact?]	-5
CNC(=S)N(C)[C@H]1c2c(ccc3ccccc23)OC[C@H]1CO	0.5	0.4	3.4	-0.46	-7	-11	8	-1	23
CC1CCN(C(=O)CSCc2ccc(Cl)cc2)CC1	-0.5	0.1	6.5	/	14	1	/	-6	-5
COC(=O)/C=C1/N/C(=N\c2nc(C)cc(C)n2)N(c2cccc(C)c2)C1=O	-1.2	0.6	-7.7	-2.3	-12	-7	-10	-1	-2
Cc1ccc(NS(=O)(=O)c2ccc(OCC(=O)NCC3CCCO3)cc2)cc1 (stereo unspecified)	-0.2	1.9	-0.5	/	-24	-3	-5	0	19
C=CCn1c(Sc2nc(C)cs2)nc2c1c(=O)[nH]c(=O)n2C	0.8	0.9	-4.7	-0.11	53*	6	0	-1	/
Cc1onc(-c2ccccc2Cl)c1C(=O)N1CCN(C(=O)c2ccco2)CC1	-0.2	0.8	-1.1	0.16	7	-19	-11	-7	3
COc1ccccc1-n1c(SCC(=O)N2CCCC2)nc2cccnc21	-0.4	-0.7	-3.4	-0.053	-16	-6	-15	5[fluorescence artefact?]	-4
O=[N+]([O-])c1ccc(OCC(O)CN(C2CCCCC2)C2CCCCC2)cc1 (stereo unspecified)	-0.4	-0.5	0.5	0.087	13	-21	4	14[fluorescence artefact?]	-12
C=CCNC(=O)c1ccc2c(=O)n(CCCN3CCCC3=O)c(=S)[nH]c2c1	1.5	0.2	0.4	0.51	37	-14	-14	1	-5
Cc1cc(C(=O)CSc2nnc(-c3ccncc3)n2-c2ccccc2)c(C)n1C	0.4	1.0	-0.9	/	-128	6	-12	-11	4
C=CCn1c(COc2ccccc2)nnc1SCC(=O)Nc1ccc(S(N)(=O)=O)cc1	-0.5	0.1	-0.9	/	2	-2	-4	-4	-5
Cc1ccc(-c2nc3ccccc3c(=O)n2CCCn2ccnc2)cc1	-0.2	-0.8	-1.9	0.095	-5	3	-9	2[fluorescence artefact?]	-5
Nc1ccc2nc(SCC(=O)Nc3ccc(N4CCOCC4)c(Cl)c3)sc2c1	4.3	0.2	-5.9	-0.85	-7	-49	-17	2[fluorescence artefact?]	-4
CN(C)c1nc(Oc2ccc(=O)[nH]n2)nc(N2CCOCC2)n1	-0.3	0.1	-1.3	0.097	-36	-9	1	-7	-6
O=C(Nc1ccccc1)OC(CN1CCCCC1)C(F)(F)F (stereo unspecified)	0.0	0.8	-2.5	0.69	5	-9	-14	-2	7
COCCN1CCC(CNCc2cn[nH]c2-c2ccc(C)c(C)c2)C1 (stereo unspecified)	0.1	0.0	-0.5	/	-2	-3	-10	2	3

4 compounds from above, arranged by their value in EBV gp42 block, descending:
structure	PERK inh	KCC2 mod	m-calpain inh	EBV gp42 block	eIF4E 4G PPI	Rad51 HR inh
Cc1cc(C(=O)CSc2nnc(-c3ccncc3)n2-c2ccccc2)c(C)n1C	1.0	/	-128	6	-11	4
Cc1onc(-c2ccccc2Cl)c1C(=O)N1CCN(C(=O)c2ccco2)CC1	0.8	0.16	7	-19	-7	3
O=[N+]([O-])c1ccc(OCC(O)CN(C2CCCCC2)C2CCCCC2)cc1 (stereo unspecified)	-0.5	0.087	13	-21	14[fluorescence artefact?]	-12
Nc1ccc2nc(SCC(=O)Nc3ccc(N4CCOCC4)c(Cl)c3)sc2c1	0.2	-0.85	-7	-49	2[fluorescence artefact?]	-4

(further entries)
SMILES	L929 necroptosis	PERK inh	TNF death inh	KCC2 mod	m-calpain inh	EBV gp42 block	MDM2 E3 inh	eIF4E 4G PPI	Rad51 HR inh
Cc1ccc(C(c2sc3nc(C)nn3c2O)N2CCN(c3ccccc3F)CC2)cc1 (stereo unspecified)	0.1	-0.2	-1.0	-0.01	3	-1	-10	2	-3
C#CCOCCOCCOCCNc1nc(N2CCN(C(=O)[C@H](CCC(=O)O)n3cc(C(N)Cc4ccc(O)cc4)nn3)CC2)nc(N2CCN(C(=O)[C@H](Cc3ccc(O)cc3)n3cc(C(N)[C@H](C)CC)nn3)CC2)n1 (stereo partly specified)	-0.2	/	0.6	1.2	6	-34	0	2	-3
CC(C)(C)NC(=O)c1ccccc1NC(=O)C1CCCO1 (stereo unspecified)	-0.8	0.7	-0.1	0.95	9	0	-91	0	0
O=C(Nc1ccncc1)c1ccc2c(c1)S(=O)(=O)c1ccccc1C2=O	1.1	0.6	-8.6	-0.27	19	-3	-17	1	-13
Cc1ccc(C(=O)NCCNc2nc3cc(C)c(C)cc3cc2C)cc1	-0.8	-0.1	1.9	-0.4	-10	7	-11	5	8
O=C1c2ccccc2C(=O)N1Cc1nc2ccccc2c(=O)n1CCCn1ccnc1	-0.4	-0.3	-0.9	0.19	3	-7	-8	-9[fluorescence artefact?]	6
CCOC(=O)c1nnn(-c2nonc2N)c1CSc1ccccn1	-0.3	1.0	-3.1	/	26	20	-7	-6	5
COc1cc([N+](=O)[O-])ccc1-c1ccc(/C=N/NC(N)=O)o1	-1.2	0.8	-3.5	-0.7	7	-67	/	-5	-51
CC(=O)c1c(C)[nH]c(C(=O)OCC(=O)N2CCN(S(=O)(=O)c3ccc(C)cc3C)CC2)c1C	-0.6	-1.8	-0.5	0.78	-8	-17	/	6	-3
CC(C(=O)N(C)Cc1ccccc1)N1CCN(C/C=C/c2ccccc2)CC1 (stereo unspecified)	-0.2	-0.4	0.4	-1.7	17	-3	-6	-1	/
N#Cc1ccc(NC(=O)Cn2c3[n+](c4ccc(C(F)(F)F)cc42)CCCCC3)cc1	-0.4	-0.1	0.2	1.1	-39	-15	-2	4	22
O=c1cc(N2CCOCC2)[nH]c(=O)n1C1CCCCC1	-0.1	0.1	-5.0	/	-12	-9	-10	0	-2
Cc1nc(-c2ccc(S(=O)(=O)N3CCN(C(c4ccccc4)c4ccccc4)CC3)s2)cs1	-0.1	-2.2	7.3	2	-50	-12	-13	0	14
Cc1ccc(CN2C(=O)N/C(=C/c3ccc4c(c3)n(C)c(=O)n4C)C2=O)cc1	1.4	-0.5	-3.1	0.36	-233	-12	-16	0	-6
O=c1[nH]c(NNC(=S)NC2CCCCC2)nc2c1C1(CCCC1)Cc1ccccc1-2	-0.3	0.1	-0.7	-0.11	-30	-5	/	-8	-3
Clc1ccc(-n2cccc2CN2CCc3c([nH]c4ccccc34)C2c2ccccn2)nc1 (stereo unspecified)	0.7	1.7	0.7	/	-70	7	-13	5	-10
CNC(=S)N/N=C(\C)c1cccc([N+](=O)[O-])c1	0.0	0.1	0.9	0.3	-10	9	-15	-5	-13
CSc1ccc(Cl)c(C(=O)NCC(C)C)c1	0.0	1.1	6.5	-0.16	-38	-1	13	1	-2
CCCn1c(SCC(=O)NC2CCCc3ccccc32)n[nH]c1=O (stereo unspecified)	2.2	0.8	-0.1	-0.25	-15	-16	-12	-1	4
COc1ccc(NS(=O)(=O)c2ccc(O)c(C(=O)OCC(=O)Nc3ccc4c(c3)OCCO4)c2)cc1	0.9	0.5	1.4	-0.46	-44	-11	8	15	10
O=C(N/N=C/c1ccc(OCc2ccccc2)cc1)c1ccco1	0.2	0.7	4.0	-2	-3	-10	0	3	/
Cc1cc(C)c(C(N)=O)c(NC(=O)Nc2ccccc2)n1	0.1	0.6	-1.5	/	10	0	-18	1	-6
CCCCNC(=O)CCN1N=C(c2ccccc2)CCC1=O	0.6	-0.5	-2.3	0.55	13	-3	-4	-4	4
O=C(COC(=O)C1CCCCC1)Nc1ccccc1OC(F)F	3.3	0.4	0.6	0.43	-11	-7	-3	-1	-2

Limited to eIF4E 4G PPI, for some of the entries so far:
Compound | eIF4E 4G PPI
CCCn1c(SCC(=O)NC2CCCc3ccccc32)n[nH]c1=O (stereo unspecified) | -1
COc1ccc(NS(=O)(=O)c2ccc(O)c(C(=O)OCC(=O)Nc3ccc4c(c3)OCCO4)c2)cc1 | 15
O=C(N/N=C/c1ccc(OCc2ccccc2)cc1)c1ccco1 | 3
Cc1cc(C)c(C(N)=O)c(NC(=O)Nc2ccccc2)n1 | 1

Next section:
SMILES	L929 necroptosis	PERK inh	TNF death inh	KCC2 mod	m-calpain inh	EBV gp42 block	MDM2 E3 inh	eIF4E 4G PPI	Rad51 HR inh
CCCC(=O)Nc1cccc(C(=O)Nc2nccs2)c1	98*	-0.5	13	-0.12	3	-7	-17	-3	-4
CCCCn1c(CN2CCN(c3ccccc3)CC2)nc2c1c(=O)n(C)c(=O)n2C	0.6	-0.7	-6.5	-0.12	-20	-5	-18	2[fluorescence artefact?]	8
O=C(O)C1C2C=CC(CC2)C1C(=O)O (stereo unspecified)	0.0	0.6	0.1	-0.086	-15	-5	-10	2	2
Cc1ccc(Cn2ccc(-c3cnc(-c4ccccc4)s3)n2)cc1	1.1	-0.3	0.4	/	-26	-8	-7	0	7
CC1CCN(CC(O)COCCC23CC4CC(CC(C4)C2)C3)CC1 (stereo unspecified)	-0.1	-1.9	-5.3	-0.68	-12	-1	-15	-4	9
COc1ccc(C(=O)Nc2ccccc2C(=O)NC(Cc2ccc(O)cc2)C(=O)NNC(=O)c2ccncc2)cc1 (stereo unspecified)	2.2	0.6	0.0	0.072	16	-6	-13	-3	-7
Cc1cnc(C(=O)OCC(=O)Nc2ccc(Cl)cc2Cl)cn1	-0.6	0.5	-1.8	/	-18	2	4	-5	4
CCOC(=O)c1cc(NC(=O)c2c(C)noc2C)cc(C(=O)OCC)c1	0.1	-1.1	-0.4	-4	8	-26	-11	-3	-3
O=c1c2ccccc2nc(-c2ccco2)n1/N=C/c1ccco1	2.5	-0.6	-2.9	-0.51	26	-6	-4	0	0
c1ccc(Cc2nn3c(COc4ccccc4)nnc3s2)cc1	-0.1	0.2	-0.6	-1.9	7	-1	1	15[fluorescence artefact?]	/
O=C1CCCC(O)=C1N=Nc1ccc2ncsc2c1	-0.8	0.2	-1.2	-0.012	-8	5	4	4	18
CCc1nc(SCC(=O)NNC(=O)c2ccc(OC)cc2)c2ccccc2n1	21	0.6	1.1	-1.3	-2	-17	3	-2	-5
O=C(NCCN1CCCC1)C1(S(=O)(=O)c2ccc(Cl)cc2)CC1	1.9	0.4	-0.4	/	-15	-1	-3	-5	-3

Hits appear at their usual frequency. About 3.6% of those tested had a hit in this group.
